VEEV TC-83 Vero = inhibitors of VEEV TC-83 cytopathic effect, confirmation, Vero cells (AID 588727) | 350,000 tested, 0.13% active | Vero cells, VEEV TC-83 cytopathic effect inhibition; higher % means a stronger effect | inhibition, % at 20 µM, or IC50 in µM where a hit was titrated; in the data active = a potency from the dose series; also: strong numbers were not always called active
H37Rv inhibition = M. tuberculosis growth inhibition, HTS (AID 449762) | 330,000 tested, 0.59% active | M. tuberculosis H37Rv growth inhibition, 7H9 media; higher % means a stronger effect | inhibition, % at 25 µM, or IC50 in µM where a hit was titrated; in the data active = a potency from the dose series;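 also: bacterial growth assessed after seven days of incubation; strong numbers were not always called active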
tuberculosis growth = growth inhibition of non-replicating M. tuberculosis (AID 488890) | Mycobacterium tuberculosis non-replicating, growth inhibition; higher % means a stronger effect | inhibition, % at 25 µM; hits with a dose series show IC50 in µM | 320,000 tested, 0.39% active; in the data active = a potency from the dose series;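 also: plate controls were DMSO cells for no effect and high antibiotic wells for full effect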
H1N1 NS1A inhibition = NS1A inhibition, H1N1 influenza, cell based functional assay (AID 504329) | one-dose inhibition, % at 12.5 µM; IC50 in µM for titrated hits | NS1A functional cell-based assay, percent inhibition; higher % means a stronger effect | 340,000 tested, 0.3% active; in the data active = a potency from the dose series; also: strong numbers were not always called active
Salmonella PhoP GFP = Inhibition of PhoP regulon, Salmonella typhi GFP reporter cells, confirmation, 4 h (AID 1850); Salmonella Typhi PhoP-promoter GFP reporter, fluorescence, 4 h; higher % means a stronger effect; one-dose inhibition, % at 50 µM; IC50 in µM for titrated hits; 310,000 tested, 0.33% active; in the data active = a potency from the dose series;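 also: 0% = induced wells with vehicle and 100% = uninduced wells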
VEEV TC-83 Vero 10K pilot screen = also measured in VEEV TC-83 Vero; calls as there; inhibition, %; measured here: 10K pilot screen inhibition
Starred values were filed as active, the others as inactive; i = inactive; nt = not tested or not shown; & = joins results of further samples.

SMILES	VEEV TC-83 Vero	H37Rv inhibition	tuberculosis growth	H1N1 NS1A inhibition	Salmonella PhoP GFP	others
O=C(Nc1c2c(nn1-c1ccc(F)cc1)CS(=O)C2)c1ccco1 (stereo not given)	i	-8%	-11%	1%	-5%
CN(C)S(=O)(=O)c1ccc(C(=O)Oc2cc(=O)[nH]c3ccccc23)cc1	i	-1%	2%	-1%	-8%
Cc1cc(C)n2cc(CSc3nncn3C)nc2n1	i	2%	1%	0%	1%
COc1ccc(CCN2CC(C(=O)N(C)Cc3ccc4nsnc4c3)CCC2=O)cc1 (stereo not given)	2.0%	-3%	4%	-6%	-14%
COc1cc(CN2CCN(C(=O)Cc3ccccc3)CC2)cc(OC)c1OC	0.5%	-1%	-17%	-10%	-2%
CCc1c(O)nc(SCc2ccccc2)n(C(C)CC)c1=O (stereo not given)	i	-4%	20%	1%	-4%
O=S(=O)(N/N=C/c1ccc(N2CCOCC2)cc1)c1ccccc1	2.1%	-1%	17%	-1%	-1%
COC(CNC(=O)CNC(=S)N(CCCN1CCOCC1)Cc1cccs1)OC	i	12%	14%	2%	1%
CCCCN(C(=O)COC(=O)c1ccc(C=O)cc1)c1c(N)n(CCC)c(=O)[nH]c1=O	i	-23%	9%	-9%	nt
COc1ccccc1C(=O)NC(=S)N1CCCc2ccccc21	1.1%	4%	21%	0%	10%
COc1ccc(CNC(=O)COC(=O)c2ccc(C)c(S(=O)(=O)N3CCOCC3)c2)cc1	1.9%	-5%	3%	-6%	nt
CC(=O)Cc1nsc(NC(=O)C2Cc3ccccc3C(=O)O2)n1 (stereo not given)	0.8%	1%	-26%	5%	4%
COc1ccc(C)cc1N(CC(=O)N1CCCCCC1)S(=O)(=O)c1ccc(C)cc1	6.8%	7%	24%	-8%	-1%
CCCc1ccc(OCC(O)CN2CCN(c3ccccn3)CC2)cc1 (stereo not given)	5.0%	38%	59%	-1%	8%
Cc1ccc(NC(=O)CCN2CC(C)OC(C)C2)cc1 (stereo not given)	0.8%	33%	-3%	22%	2%

Entries shown so far with an NH in an aromatic ring (2):
SMILES	VEEV TC-83 Vero	H37Rv inhibition	tuberculosis growth	H1N1 NS1A inhibition	Salmonella PhoP GFP	others
CN(C)S(=O)(=O)c1ccc(C(=O)Oc2cc(=O)[nH]c3ccccc23)cc1	i	-1%	2%	-1%	-8%
CCCCN(C(=O)COC(=O)c1ccc(C=O)cc1)c1c(N)n(CCC)c(=O)[nH]c1=O	i	-23%	9%	-9%	nt

Returning to the listing, repeating the 2 entries before the break.
SMILES	VEEV TC-83 Vero	H37Rv inhibition	tuberculosis growth	H1N1 NS1A inhibition	Salmonella PhoP GFP	others
CCCc1ccc(OCC(O)CN2CCN(c3ccccn3)CC2)cc1 (stereo not given)	5.0%	38%	59%	-1%	8%
Cc1ccc(NC(=O)CCN2CC(C)OC(C)C2)cc1 (stereo not given)	0.8%	33%	-3%	22%	2%
CCOc1ccc(N(CC(=O)NC2CCCCC2)C(=O)CNC(=O)c2cccs2)cc1	5.0%	-1%	-2%	-1%	4%
Cc1ccc(C2(c3noc(CN(C)Cc4cccnc4)n3)CCCC2)cc1	2.1%	0%	18%	-11%	1%
CN1C(CCl)Nc2cc(Cl)c(S(N)(=O)=O)cc2S1(=O)=O (stereo not given)	i	nt	nt	0%	nt
COc1ccc(NC(=O)c2oc3ccccc3c2NC(=O)C2CC2)cc1OC	10%	5%	-14%	-4%	2%
Cc1cc(Br)ccc1Nc1nc(N)nc(N)c1N=O	i	nt	nt	7%	nt
Cc1ccc(C)c(OCCC(=O)OCC(=O)Nc2ccc(C)c(S(=O)(=O)N3CCCCC3)c2)c1	4.1%	2%	44%	-1%	0%
Cc1ccc(-n2c(Cc3cccn3C)nnc2SCC(=O)NC2CCCCC2)cc1	2.1%	nt	nt	-1%	-2%
COc1ccc(-n2c(=O)c3ccccc3n(Cc3ccc(F)cc3)c2=O)cc1OC	0.6%	-1%	-14%	-1%	1%
Cc1ccc(-n2nc3c(=O)n(CC(=O)c4ccc(F)cc4)nc(C)c3c2C)cc1	i	0%	-19%	30%	-6%
Oc1c(C=C2N=c3ccccc3=N2)sc(=S)n1-c1ccc(F)cc1	1.5%&3.1%	5%&5%	10%&4%	-47%&-3%	-9%&0%
CCN1CCN(c2ccc(S(=O)(=O)N3CCOCC3)cc2NC(=O)CCSC)CC1	0.1%	-5%	4%	2%	nt
O=C1CC(c2ccc(F)cc2)SC(N(c2ccccc2)c2ccccc2)=N1 (stereo not given)	6.4%	-1%	-7%	2%	-9%
CCOC(=O)[C@H]1[C@H]2COc3ccc(Cl)cc3[C@@H]2N2C(=O)c3cc(F)c(F)cc3NC(=O)[C@@]12C	5.0%	-5%	36%	3%	5%
O=c1cc(CO)occ1OCc1ccccc1	1.6%	-6%	-13%	0%	0%
COc1ccc(-c2csc(NC(=O)CSCC(=O)Nc3cc(C)on3)n2)cc1	0.9%	7%	1%	-4%	nt
COc1ccc(C2Nc3ccccc3NC3=C2C(=O)CC(C)(C)C3)c(OC)c1OC (stereo not given)	i	9%	0%	-8%	-6%
Cn1c(=O)c(-c2ccccc2)nc2ccccc21	i	-10%	-4%	-4%	-4%
S=C(NCCc1ccccc1)N1CCOCC1	0.8%	-8%	-12%	4%	10%
Clc1ccc(-c2cn3c(n2)SCC3)cc1	1.3%	10%	3%	-3%	-3%
COc1ccc(Cn2nnc3c(=O)[nH]c(C(=O)NCCc4ccc(F)cc4)nc32)cc1OC	0.2%	-5%	nt	-4%	-16%
CCN(CC)C(=O)[C@H]1C[C@H](CC(=O)NCCCn2ccnc2)C(=O)N2CCc3c([nH]c4cc(-c5ccco5)ccc34)[C@]12C	i	nt	nt	-24%	nt
O=C(O)c1ccccc1C(=O)N1CCN(c2ncccn2)CC1	i	7%	1%	-18%	-4%
Cc1ccc(-n2c(SCC(=O)Nc3cc(C)on3)nc3ccccc3c2=O)cc1	i	1%	1%	-3%	-8%
Cc1ccccc1-c1nc(SCc2cccnc2)c2c(=O)n(C)c(=O)n(C)c2n1	i	1%	-1%	5%	-4%
Cc1n[nH]c(C)c1CCN	i	-4%	1%	-5%	-7%
COc1ccc(CCN2C(=O)c3cccc4cccc(c34)C2=O)cc1OC	i	-10%	-1%	-9%	-1%
COc1cc(NC(=O)c2ccc(Br)o2)ccc1NC(=O)C(C)C	i	1%	21%	2%	1%
CCOC(=O)/C(C#N)=C/c1cn(CCOc2ccccc2)c2ccccc12	3.4%	1%	37%	-7%	1%
Cc1ccccc1NC(=O)NC1(C(=O)NCCCN2CCOCC2)CCCCC1	0.5%	-2%	-8%	0%	-8%	VEEV TC-83 Vero 10K pilot screen=7.3
O=C(C1CCCN(S(=O)(=O)c2ccccc2)C1)N1CCN(c2ccccc2)CC1 (stereo not given)	i	12%	38%	10%	15%

Reprinted at random: 2 compounds from above
SMILES	VEEV TC-83 Vero	H37Rv inhibition	tuberculosis growth	H1N1 NS1A inhibition	Salmonella PhoP GFP	others
Cc1n[nH]c(C)c1CCN	i	-4%	1%	-5%	-7%
CCOC(=O)/C(C#N)=C/c1cn(CCOc2ccccc2)c2ccccc12	3.4%	1%	37%	-7%	1%

The main list resumes, starting three compounds before the break.
SMILES	VEEV TC-83 Vero	H37Rv inhibition	tuberculosis growth	H1N1 NS1A inhibition	Salmonella PhoP GFP	others
CCOC(=O)/C(C#N)=C/c1cn(CCOc2ccccc2)c2ccccc12	3.4%	1%	37%	-7%	1%
Cc1ccccc1NC(=O)NC1(C(=O)NCCCN2CCOCC2)CCCCC1	0.5%	-2%	-8%	0%	-8%	VEEV TC-83 Vero 10K pilot screen=7.3
O=C(C1CCCN(S(=O)(=O)c2ccccc2)C1)N1CCN(c2ccccc2)CC1 (stereo not given)	i	12%	38%	10%	15%
O=C(CSc1nnc(CNC(=O)c2cccs2)o1)NC1CCCCC1	1.2%	-6%	24%	11%	-11%
COc1ccc(-c2cn3cccnc3n2)cc1NC(=O)C(C)Oc1ccccc1 (stereo not given)	13%	35%	31%	-3%	-4%
CCn1c(C(C)NC(C)=O)nc2ccccc21 (stereo not given)	12%	-9%	-12%	-1%	0%
CCc1nnc(NC(=O)CSc2nnnn2C)s1	5.3%	1%	-8%	9%	-4%
O=C(Nc1ccc(OC(=O)c2ccncc2)cc1)c1ccncc1	i	-9%	-16%	16%	-8%
O=c1[nH]c(C2CCN(S(=O)(=O)c3ccccc3)CC2)nc2c1nnn2Cc1c(F)cccc1Cl	2.2%	-5%	17%	13%	7%
Cc1ccc(Cl)cc1NC(=O)CSC(N)=O	0.4%	-1%	16%	-6%	-1%
O=C(O)CC1SC(=Nc2ccc(O)cc2)NC1=O (stereo not given)	3.6%	-1%	0%	0%	-10%
COc1ccc(Cn2nnnc2CN2CCCCCC2)cc1	i	-1%	43%	3%	-4%
CC(C)(C)OC(=O)N[C@@H](Cc1ccccc1)C(=O)N[C@@H](CO)[C@H](O)[C@@H]1C[C@@H]1C(=O)NC1CC1	i	-10%	7%	8%	0%
O=C(NCc1ccco1)C(c1ccc(F)cc1)N(Cc1cccnc1)C(=O)Cn1nnc2ccccc21 (stereo not given)	i	-2%	1%	-6%	6%
Cc1cc(C)cc(NC(=S)N(Cc2cccc(Br)c2)CC2CCC(C(=O)O)CC2)c1 (stereo not given)	1.2%	8%	11%	-3%	9%
CCOC(=O)c1ccc(CNC(=O)C(Cc2c[nH]c3ccccc23)NC(C)=O)o1 (stereo not given)	4.5%	-2%	-8%	2%	5%
CCCCNC(=O)C1CCCN1C(=O)Nc1ccccc1 (stereo not given)	2.4%	-4%	-7%	1%	-5%
NNC(=O)c1nnn(-c2nonc2N)c1CN1CCc2ccccc2C1	0.3%	-5%	-3%	4%	1%
CCOc1ccc(CCNC(=O)COC(=O)c2cccc(S(=O)(=O)N3CCCCC3)c2)cc1OCC	6.8%	-7%	-3%	-6%	-1%
CCOCCc1nnc(NC(=O)Cc2ccccc2)s1	i	-5%	-11%	11%	-4%
Cc1cccc(NC(=S)N2CCCN(c3ncccc3[N+](=O)[O-])CC2)c1	i	0%	-2%	1%	0%
Nc1cc(=O)[nH]c(SCc2ccccc2Cl)n1	0.3%	6%	21%	1%	-3%
Cn1cccc1C(=O)N1CCc2ccccc2C1	3.1%	-6%	6%	-4%	-1%
COc1cc(OC)cc(-c2cc3nc(C)c(CCC(=O)O)c(=O)n3[nH]2)c1	0.6%	-4%	11%	3%	-14%
CN(C)CCCOc1nc2c(c(=O)n(C)c(=O)n2C)n1C	0.3%	-7%	4%	-6%	-12%
Cc1ccc2cc(CN(CCN3CCOCC3)C(=O)NCc3ccccc3)c(=O)[nH]c2c1C	7.8%	nt	nt	-10%	nt
CCc1ccc(-c2nn(Cc3ccccc3)cc2C(=O)NCC2CCCO2)cc1 (stereo not given)	i	0%	48%	-18%	nt
CN(Cc1ccccc1)C(=O)CCC1CCN(C(=O)CCC(F)(F)F)CC1	0.7%	-10%	50%	-15%	0%
Cc1ccc(NC(=O)Cn2nc(C(=O)O)c3ccccc3c2=O)c([N+](=O)[O-])c1	0.6%	15%	1%	4%	8%
COC(=O)C1C(O)=CC(=O)CC1C (stereo not given)	2.8%	-5%	-11%	23%	4%	VEEV TC-83 Vero 10K pilot screen=0.7
Cc1cc(Cl)ccc1OCC(=O)OCC(=O)NC1CCS(=O)(=O)C1 (stereo not given)	0.7%	9%	5%	-8%	nt
CC(C)c1ccc2oc(=O)cc(CN3CCCCC3)c2c1	0.5%	5%	18%	-9%	-3%
Cc1ccc(CS(=O)(=O)CCC(=O)NCCCOC(C)C)cc1	0.1%	-5%	-2%	0%	2%
CCOC(=O)CSc1nc2sc3c(c2c(=O)n1-c1ccc(OC)cc1)CCN(C)C3	0.3%	7%	61%	6%	10%
C/C=C(/C)C(=O)Nc1cccc(C2=NOC3(C2)C[C@@H](C(N)=O)N(C(=O)/C=C/CC)C3)c1 (stereo not given in full)	i	-2%	-10%	-5%	11%

Rows are unselected, and some 1.5% of all compounds hit somewhere here.
